From PubChem
PME-1 primary: PME-1 (human) inhibition | AID 2130 | Q9Y570 | inhibition, % at 5.9 µM | recombinant PME-1, FP-Rh probe fluorescence polarization | 320,000 tested, 0.53% active;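 active means inhibition above the campaign mean of all compounds plus 3 SD, cut at about 26% in these data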;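 further: competitive labeling of PME-1 active site by serine hydrolase directed probe; 0% = PME-1 with DMSO and 100% = wells lacking PME-1 enzyme; inhibitors block probe labeling so polarization falls and inhibition rises; many of its hits are not listed in these tables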
GSTO1 inh: GSTO1 inhibition, counter-screen for RBBP9 inhibitors; inhibition, % at 5.96 µM; AID 1974; 300,000 tested, 1.1% active; P78417; recombinant GSTO1, activity-based probe fluorescence polarization;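 active means inhibition above the campaign mean inhibition plus 3 SD, cut at about 35% in these data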;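 further: 0% = GSTO1-1 with DMSO and 100% = wells lacking GSTO1-1 enzyme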
Target sequence (P78417 whole entry, looked up): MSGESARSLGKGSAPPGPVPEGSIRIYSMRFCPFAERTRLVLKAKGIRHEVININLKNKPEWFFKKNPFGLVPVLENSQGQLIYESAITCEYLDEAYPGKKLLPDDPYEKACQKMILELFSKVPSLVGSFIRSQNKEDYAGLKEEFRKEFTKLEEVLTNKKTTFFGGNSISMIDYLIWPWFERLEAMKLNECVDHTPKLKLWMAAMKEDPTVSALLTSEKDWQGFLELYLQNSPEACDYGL
PAD4 FP inh: PAD4 (human) enzyme inhibition | recombinant PAD4, RCA probe fluorescence polarization | inhibition, % at 6.36 µM | 330,000 tested, 0.41% active | AID 485272;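 active means percent inhibition above a cutoff equal to the mean of all tested compounds plus 3 SD, cut at about 15% in these data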;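 further: 0% = PAD4 with RCA probe and DMSO and 100% = probe without PAD4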
LYPLA1 inh: blocks human lysophospholipase 1, a PME1 counter-screen; O75608; recombinant LYPLA1, FP-Rh probe fluorescence polarization; inhibition, % at 5.9 µM; 320,000 tested, 0.16% active; AID 2174;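 active means inhibition above the mean of all tested compounds plus 3 SD, set per campaign, cut at about 14% in these data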;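 further: inhibitors block serine hydrolase probe labeling of LYPLA1 so polarization falls; 0% = enzyme with DMSO and 100% = wells lacking LYPLA1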
Target sequence (O75608 whole entry, looked up): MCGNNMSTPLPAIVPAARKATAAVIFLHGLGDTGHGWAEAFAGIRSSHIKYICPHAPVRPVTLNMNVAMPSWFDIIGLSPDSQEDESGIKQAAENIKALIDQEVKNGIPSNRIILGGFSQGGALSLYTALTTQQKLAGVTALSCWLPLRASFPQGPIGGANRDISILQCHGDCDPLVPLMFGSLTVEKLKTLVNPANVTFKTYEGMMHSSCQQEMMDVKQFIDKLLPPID
PAFAH2 FP inh: PAFAH2 (human) inhibition | inhibition, % at 3.39 µM | 340,000 tested, 0.99% active | Q99487 | recombinant PAFAH2, FP-rhodamine activity probe, fluorescence polarization;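 active means inhibition above the mean over all tested compounds plus 3 SD, cut at about 30% in these data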;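 further: inhibitors block probe labeling of enzyme so polarization drops; 0% = enzyme with DMSO and 100% = wells lacking PAFAH2 protein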
PAFAH1B2 FP inh: inhibitors of human PAFAH1B2. inhibition, % at 3.39 µM. AID 492953. 340,000 tested, 1.2% active. P68402. recombinant PAFAH1B2, FP-rhodamine activity probe, fluorescence polarization;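 active means inhibition above the mean of all tested compounds plus 3 SD, cut at about 24% in these data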;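 further: 0% = enzyme with DMSO and 100% = wells lacking PAFAH1B2; many of its hits are not listed in these tables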
Fam108B inh: blocks mouse Fam108B hydrolase in RBBP9 counter-screen; 300,000 tested, 0.33% active; inhibition, % at 9.51 µM; AID 1947; recombinant Fam108B, FP-Rh probe fluorescence polarization;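 active means inhibition above the screen mean inhibition plus 3 SD, computed separately per campaign, cut at about 18% in these data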;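 further: inhibitors lower polarization as less probe binds the enzyme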
pPAFAH FP inh: inhibitors of human plasma PAF acetylhydrolase (pPAFAH). Q13093. inhibition, % at 3.39 µM. recombinant pPAFAH, FP-rhodamine probe fluorescence polarization. 330,000 tested, 1.5% active;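 active means inhibition above the mean inhibition across the screen plus 3 SD, cut at about 25% in these data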;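 further: inhibitors block binding of the rhodamine activity-based probe so polarization drops; 0% = enzyme with DMSO and 100% = wells lacking pPAFAH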
Target sequence (Q13093 whole entry, looked up): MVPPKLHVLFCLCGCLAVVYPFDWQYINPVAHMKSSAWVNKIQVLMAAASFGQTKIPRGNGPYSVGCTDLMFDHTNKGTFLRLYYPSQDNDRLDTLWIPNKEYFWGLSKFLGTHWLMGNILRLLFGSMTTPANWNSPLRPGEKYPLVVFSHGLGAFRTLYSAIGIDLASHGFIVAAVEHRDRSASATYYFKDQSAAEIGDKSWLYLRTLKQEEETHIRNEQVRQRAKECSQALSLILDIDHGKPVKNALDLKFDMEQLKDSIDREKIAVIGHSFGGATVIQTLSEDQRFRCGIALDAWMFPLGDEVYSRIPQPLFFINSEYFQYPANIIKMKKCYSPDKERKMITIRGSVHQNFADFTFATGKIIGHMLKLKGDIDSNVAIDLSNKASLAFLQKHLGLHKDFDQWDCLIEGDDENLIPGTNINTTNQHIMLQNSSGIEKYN
PAFAH1B3 inh: blocks human PAF acetylhydrolase 1B catalytic subunit 3. recombinant PAFAH1B3, FP-rhodamine probe, fluorescence polarization. inhibition, % at 3.39 µM. 340,000 tested, 0.28% active. AID 492972;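 active means inhibition above the screen-wide average of all tested compounds plus 3 SD, cut at about 25% in these data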;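 further: 0% = enzyme with DMSO only and 100% = wells lacking PAFAH1B3 protein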
The depositor's hits bear a star; nt = no result given. Some of the compounds tested; count on the stated rates, not on these rows.

Sample of the layout:
SMILES | PME-1 primary | GSTO1 inh | PAD4 FP inh | LYPLA1 inh | PAFAH2 FP inh | PAFAH1B2 FP inh | Fam108B inh | pPAFAH FP inh | PAFAH1B3 inh
O=C(O)c1ccc(Cl)c(S(=O)(=O)NC(Cc2ccccc2)C(=O)O)c1 (centres undefined) | 8 | 18 | -2 | 4 | 2 | 3 | 11 | 0 | 1
O=C(CCN1CCCC1)Nc1ccccc1 | 0 | -5 | -4 | -2 | -5 | 8 | -5 | -8 | -7

Main list, previewed entries included:
SMILES | PME-1 primary | GSTO1 inh | PAD4 FP inh | LYPLA1 inh | PAFAH2 FP inh | PAFAH1B2 FP inh | Fam108B inh | pPAFAH FP inh | PAFAH1B3 inh
O=C(O)c1ccc(Cl)c(S(=O)(=O)NC(Cc2ccccc2)C(=O)O)c1 (centres undefined) | 8 | 18 | -2 | 4 | 2 | 3 | 11 | 0 | 1
O=C(CCN1CCCC1)Nc1ccccc1 | 0 | -5 | -4 | -2 | -5 | 8 | -5 | -8 | -7
C/C=C1\COC(C(=O)NCCN2CCCC2)(C(F)(F)F)C=C1C=C1CCCCC1 (centres undefined) | 4 | 13 | 0 | 1 | -1 | 2 | 0 | 2 | 1
Cc1nc(-c2cc(-c3nc(-c4ccc(C(C)(C)C)cc4)no3)no2)cs1 | -5 | -6 | 2 | 0 | 0 | 0 | -15 | 0 | 8
CCC/C(O)=C1\C(=O)CCCC1=NC(C)C(=O)O (centres undefined) | -8 | 2 | 1 | -3 | 4 | 6 | -2 | -1 | 7
COc1ccccc1N1CCN(Cc2cc(=O)c(OCC(=O)NC(C)C)co2)CC1 | -4 | 1 | -2 | -1 | -5 | 2 | -1 | 7 | 5
COc1ccc(NC(=S)NC(NC(=O)c2ccc(Cl)cc2Cl)C(Cl)(Cl)Cl)c([N+](=O)[O-])c1 (centres undefined) | -49 | -24 | -2 | -33 | -24 | -11 | -20 | 4 | -12
CC(=O)Nc1ccc(Nc2ncnc3ccccc23)cc1 | -4 | 7 | -2 | -2 | nt | nt | -3 | -2 | nt
O=C(NCC(=O)N(c1cccnc1)C(C(=O)NC1CCCCC1)c1cccnc1)c1ccco1 (centres undefined) | 0 | 2 | 1 | 2 | -1 | -3 | 1 | 8 | 3
COc1ccc(CC(=O)Oc2ccccc2[N+](=O)[O-])cc1 | -6 | 2 | 0 | 0 | 1 | 1 | -1 | 0 | -3
Cc1cc2c([nH]c3ccccc32)c(C)n1 | -1 | 6 | 0 | 2 | 6 | 4 | 4 | 2 | 8
CCN(CC)c1ccc(/C=N/NC(=O)OC)c(O)c1 | 6 | 9 | 1 | 3 | -1 | 3 | 1 | 1 | 2
CCc1nc(OCCN(CC)CC)c2oc3ccccc3c2n1 | -7 | -6 | 2 | 6 | -1 | -2 | 0 | 0 | 1
COc1ccc(C(=O)N(C)C2CCCN(Cc3ccccc3F)C2)cc1OC (centres undefined) | -4 | 8 | 0 | 0 | 2 | 2 | 2 | -3 | 10
CCn1c(=O)c(C(=O)NNC(=O)Cc2ccccc2)c(O)c2ccccc21 | 2 | 9 | -2 | -1 | -1 | 20 | -4 | 7 | 3
CC(C)NC(=O)/C=C/C(=O)O | -2 | -2 | 1 | -2 | 6 | 0 | -1 | 0 | 10
O=C(NCc1ccc2c(c1)OCO2)C1CC(c2ccccc2O)=NO1 (centres undefined) | -6 | 14 | 3 | 3 | -3 | 4 | 1 | 1 | 2
CC1CCCN(C(=O)CSc2nnc(-c3c[nH]c4ccccc34)o2)C1 (centres undefined) | -1 | 4 | -5 | -2 | 1 | 6 | 1 | 3 | 2
CCCN(CC(=O)Nc1ccccc1C)C(=O)c1ccc(S(=O)(=O)N2CCCCC2)cc1 | 0 | -2 | 2 | -6 | -5 | -5 | 9 | -4 | 3
CC1CCc2nc(NC(=O)CN3CCN(Cc4ccc5c(c4)OCO5)CC3)sc2C1 (centres undefined) | 3 | 1 | 5 | 2 | 0 | 1 | 4 | 2 | 9
CC(C)c1nnc(NC(=O)CCS(=O)(=O)c2ccccc2)s1 | -3 | 1 | 2 | -1 | 17 | 1 | 1 | 1 | -1
O=C(CSc1nc(-c2ccccc2)nc2ccc(F)cc12)Nc1ccc(C(=O)O)cc1 | -12 | -33 | 5 | -13 | 6 | -3 | -11 | 0 | 0
O=S(=O)(O)c1nnc2sc3ccccc3n12 | -4 | -5 | 2 | 2 | 2 | 1 | 2 | 0 | 6
Cc1ccc(-c2nc(CS(=O)CC(=O)NCCCc3ccccc3)c(C)o2)cc1 (centres undefined) | 0 | 6 | 1 | 1 | 2 | 15 | -2 | 5 | 5
CCC(=O)N1CCc2cc(S(=O)(=O)CCC(=O)Nc3nc(C)cs3)ccc21 | -1 | 2 | 4 | -1 | -5 | 2 | 2 | 1 | 6
Cc1ccc(S(=O)(=O)Oc2ccc(C3C4=C(CCCC4=O)N(CCC(=O)O)C4=C3C(=O)CCC4)cc2Cl)cc1 | 3 | 62* | -2 | -4 | 6 | 39* | 1 | 2 | 3
CCN1CCN(CCC(=O)Nc2ccc(Br)c(C)c2)CC1 | -3 | 6 | 1 | 0 | -4 | 6 | 0 | 0 | 11
Cc1onc(NC(=O)NC(=O)c2c(Cl)cccc2Cl)c1Br | 26* | 0 | -5 | 0 | 6 | -6 | -3 | 3 | -6
Cn1c(=O)c2cc(S(=O)(=O)NC(C(=O)NCc3cccnc3)c3ccccc3)ccc2n(C)c1=O (centres undefined) | -6 | 3 | -1 | -1 | 0 | 5 | 3 | -4 | 4
Cc1nn(C)c(Oc2ccccc2)c1CCNC(=O)CC(C)C | -7 | 4 | -3 | 4 | 0 | -2 | 0 | 1 | 0
CC1(C)SC(=S)N(/N=C/c2cccnc2)C1N(O)C(=O)Nc1ccccc1 (centres undefined) | -1 | 14 | -1 | 0 | -6 | 8 | -1 | 2 | 11
Cc1ccc(C(=O)COC(=O)c2c(C)cc(=O)oc2C)cc1[N+](=O)[O-] | 3 | 25 | 4 | -1 | -5 | -2 | -1 | 6 | -2
S=c1[nH]nc(-c2ccccc2)n1/N=C/c1ccc(-c2ccccc2Cl)o1 | 15 | 1 | -6 | -4 | -3 | 4 | -4 | 24 | 13
Cc1c(CCC(=O)NCCCn2ccnc2)c(=O)oc2c(C)c3oc4c(c3cc12)CCCC4 | 3 | -10 | 7 | -4 | 9 | -2 | 0 | 9 | 1
CC1CCN(C(=O)c2ccccc2NS(=O)(=O)c2ccccc2)CC1 | 5 | -2 | 2 | -1 | 1 | 3 | -1 | 7 | -6
CCCCCCCCSc1nnc(CSc2nc3nc(C)cc(C)n3n2)o1 | -1 | 15 | -2 | 0 | -5 | -2 | -1 | 6 | 10
COc1ccc(NC(=O)C2CCN(S(C)(=O)=O)CC2)cc1Cl | -1 | 4 | -7 | 1 | 14 | 0 | -3 | 2 | 10
CC/C(=C\C(=O)c1ccncc1)Nc1ccc(O)cc1 | 5 | 10 | 77* | 1 | -2 | 2 | -1 | 23 | 2
Cc1cc(C(F)(F)F)cc(NNC(=O)NC(=O)c2ccc(Cl)cc2)n1 | 2 | 4 | -2 | 1 | 8 | -6 | -1 | -2 | 8
CC(C)(C)OC(=O)N[C@@H](Cc1ccccc1)C(=O)N[C@@H](CO)[C@H](O)[C@@H]1C[C@@H]1C(=O)NC1CCCCC1 | nt | nt | 9 | nt | -3 | 2 | nt | -1 | 3
Cc1cc(-c2cccc([N+](=O)[O-])c2)nc2ccc3ccccc3c12 | -1 | -5 | 0 | -1 | 3 | -3 | -3 | -1 | 0
O=C(c1cccc2cccc(O)c12)N1CCCCC1 | 10 | 10 | 0 | 3 | 1 | 5 | 3 | 8 | 3
CCOC(=O)C1=C(C)NC(C)=C(C(=O)OC)C1c1ccco1 (centres undefined) | 0 | 2 | -3 | 2 | 8 | 4 | -2 | -1 | 7
NC(=O)CSc1nc2sc3c(c2c2ncnn12)CCCC3 | -7 | -3 | 2 | -6 | 15 | 1 | -3 | 2 | 2
O=C(Cc1cccs1)Nc1ccon1 | -4 | 4 | -3 | 0 | 2 | 2 | 0 | -5 | 1
CCCCOC(=O)C1=C(C)NC2=C(C(=O)CCC2)C1c1cc(OC)ccc1OC (centres undefined) | -3 | -5 | 2 | 1 | -6 | 0 | -1 | -1 | 2
Cc1cccc(C)c1NC(=O)c1cccc(C(=O)Nc2c(C)cccc2C)n1 | 5 | -7 | 0 | -2 | 9 | 1 | 1 | 7 | 4
CC1CCCCC1NC(=O)c1ccc2c(c1)[nH]c(=O)n2C1CCCC1 (centres undefined) | -2 | -17 | -5 | -6 | -3 | 3 | -1 | 1 | 0
Cc1cccnc1NC(=O)Cn1nc(C)c([N+](=O)[O-])c1C | -2 | 2 | -1 | -1 | 0 | 3 | -2 | 0 | 3
O=C1c2oc3ccc(F)cc3c(=O)c2C(c2ccccc2)N1CC1CCCO1 (centres undefined) | 2 | 2 | 1 | -1 | 7 | 2 | 1 | 0 | 8
N#C/C(=C\c1ccc(N2CCOCC2)o1)C(=O)Nc1ccc(O)cc1 | -4 | 1 | -8 | 1 | nt | nt | 2 | 0 | nt
Cc1cc(N2CCN(C(c3ccccc3)c3ccccc3)CC2)n2ncnc2n1 | 3 | -2 | -1 | -2 | -6 | 8 | -2 | 5 | -5
CC(=O)/C(C#N)=C1\NC(=O)C(Cc2ccc(C)c(Cl)c2)S1 (centres undefined) | 13 | 1 | 1 | -5 | 9 | 12 | -13 | 5 | 10
O=C(Nc1c2c(nn1-c1ccc(F)cc1)CSC2)c1ccc(S(=O)(=O)N2CCOCC2)cc1 | -3 | -19 | 2 | -9 | -10 | 11 | -5 | 4 | 1
CC(=O)N1CCN=C1SCc1ccccc1Cl | 0 | 0 | -5 | 3 | 1 | 1 | 3 | 3 | 4
O=C(C[n+]1ccsc1)c1ccccc1 | 0 | 7 | -1 | 0 | -4 | -1 | -5 | -2 | 7
Cc1cc(C(=O)NC2CCCN(Cc3ccccc3F)C2)no1 (centres undefined) | -5 | -3 | 7 | 0 | -5 | -2 | 0 | 2 | 5
Cc1ccc(CNC(=O)C2CC3Cn4c(nc5cc(C)c(C)cc54)C3N2C)o1 (centres undefined) | 4 | -2 | -6 | 0 | -6 | 3 | 1 | -6 | 4
CC1SC(=Nc2ccccc2)N(S(=O)(=O)c2ccccc2)C1=O (centres undefined) | -10 | 8 | 4 | 3 | -6 | 4 | 0 | -1 | 11
COc1ccc(CC(=O)NCc2n[nH]c(=S)n2-c2ccccc2OC)cc1 | -1 | 3 | 1 | 2 | 3 | 15 | 1 | 0 | 6

The list goes on.
SMILES | PME-1 primary | GSTO1 inh | PAD4 FP inh | LYPLA1 inh | PAFAH2 FP inh | PAFAH1B2 FP inh | Fam108B inh | pPAFAH FP inh | PAFAH1B3 inh
Cc1c(C(=O)NCC(C)C)sc2nc(-c3ccc(F)cc3)cn12 | 5 | -2 | 2 | -1 | -2 | -2 | 3 | 2 | -4
COc1ccc(C(=O)CSc2nnc(CNc3ccc(C)cc3C)o2)cc1 | -3 | 2 | -3 | -4 | -2 | -1 | 0 | 3 | 2
COc1ccc(S(=O)(=O)Nc2ccccc2N2CCOCC2)cc1OC | 6 | nt | -2 | -2 | 1 | -3 | nt | 1 | 13
O=C(C1CCCN1S(=O)(=O)c1ccc(Cl)cc1)N1CCCCC1 (centres undefined) | 2 | -1 | 0 | 2 | -5 | -5 | -1 | -3 | 6
C=CCNCc1ccc(C(=O)NCCCCCCC)cc1[N+](=O)[O-] | -4 | 0 | -1 | 1 | -2 | 6 | -3 | 10 | 8
